proCasp7 act: counter-screen for procaspase-3 activators: activators of human procaspase-7 | activation, % at 8.5 µM | AID 463210 | 330,000 compounds, 0.093% hits | recombinant procaspase-7, Ac-DEVD-pNA absorbance 405 nm; D23A/D198A/D206A triple mutant, cannot self-cleave; scale: DMSO 0, 5 µM enzyme 100 | P55210;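 active = percent activation above the screen-wide mean plus 3 SD, cut at about 25% in these data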
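Replicates: singlicate. Assay system: Procaspase-7 triple mutant (PC-7 D3A). Signal: 405 nm absorbance of p-nitroaniline. Times: 1 h preincubation, 2 h reaction. Buffer or medium: Zinc-free HEPES pH 7.4 with 300 mM NaCl, 0.01% Triton X-100. Also added: DEVD-pNA substrate. Benchmarks: DMSO wells as 0%, DMSO with 5 µM added PC-7 as 100%.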
HCV core dimer: blocks dimerization of HCV core protein; TR-FRET GST/Flag-core106 dimerization, 1536-well; inhibition, % at 5 µM; 300,000 compounds, 0.33% hits;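 active = inhibition above the mean of all tested compounds plus 3 SD, set per screening campaign, cut at about 45% in these data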
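Material: Tagged HCV core106 pair (GST and Flag) | Amount: GST-core106 13.5 nM, Flag-core106 17 nM | Medium: KF-containing HEPES buffer, pH 7.45, DTT, CHAPS, BSA | Reagent: Eu donor and XL665 acceptor anti-tag antibodies | Schedule: 4 h at 22.5 °C | Technique: Time-resolved FRET, ex 340 nm, em 617 and 671 nm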
AHR act: activators of human aryl hydrocarbon receptor; P35869; AHR-responsive luciferase reporter cells, luminescence; activation, % at 5 µM; 320,000 compounds, 2.5% hits; in the data active = activation above about 47%;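 note: 0% = vehicle wells and 100% = reference agonist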
Target sequence (P35869 whole entry, looked up): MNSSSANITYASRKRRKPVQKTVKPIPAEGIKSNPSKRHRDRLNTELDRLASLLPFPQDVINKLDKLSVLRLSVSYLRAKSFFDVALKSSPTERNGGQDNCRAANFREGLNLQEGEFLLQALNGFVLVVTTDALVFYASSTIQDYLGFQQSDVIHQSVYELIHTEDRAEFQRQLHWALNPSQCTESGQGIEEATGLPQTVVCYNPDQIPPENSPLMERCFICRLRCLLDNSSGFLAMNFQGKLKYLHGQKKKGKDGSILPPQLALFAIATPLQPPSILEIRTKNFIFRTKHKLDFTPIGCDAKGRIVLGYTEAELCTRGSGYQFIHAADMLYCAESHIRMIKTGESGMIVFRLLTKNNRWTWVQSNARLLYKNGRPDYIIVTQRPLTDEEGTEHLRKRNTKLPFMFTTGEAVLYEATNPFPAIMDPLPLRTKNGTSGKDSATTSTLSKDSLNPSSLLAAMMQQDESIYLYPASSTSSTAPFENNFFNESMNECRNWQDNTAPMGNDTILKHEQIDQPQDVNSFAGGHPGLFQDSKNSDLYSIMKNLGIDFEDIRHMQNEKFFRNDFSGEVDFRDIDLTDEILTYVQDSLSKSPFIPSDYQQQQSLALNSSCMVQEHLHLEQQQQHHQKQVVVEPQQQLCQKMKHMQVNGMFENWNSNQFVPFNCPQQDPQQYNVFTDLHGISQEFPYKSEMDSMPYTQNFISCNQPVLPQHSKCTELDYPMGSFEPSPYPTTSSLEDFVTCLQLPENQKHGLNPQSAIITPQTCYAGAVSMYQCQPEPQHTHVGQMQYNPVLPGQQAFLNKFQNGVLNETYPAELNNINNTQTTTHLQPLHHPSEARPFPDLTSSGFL
PP1 counter: blocks human PP1-alpha phosphatase, a PP5 counter-screen; purified PP1alpha, OMFP fluorescence; inhibition, % at 6.7 µM; AID 2235; P62136; 320,000 compounds, 0.9% hits;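 active = inhibition above the mean inhibition of all tested compounds plus 3 SD, computed separately for each screening campaign, cut at about 15% in these data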
Fh CTSL1 inh: blocks F. hepatica cathepsin L1 in PFM18AAP counter-screen | inhibition, % at 5.96 µM | AID 1906 | recombinant F. hepatica cathepsin L1, Z-Leu-Arg-MCA fluorescence | 300,000 compounds, 0.49% hits;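 active = inhibition above the mean of all tested compounds plus 3 SD, set per screening campaign, cut at about 17% in these data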;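 note: 0% = plate median of test compound wells and 100% = 1 µM Z-Phe-Ala-diazomethylketone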
PP5 primary: blocks human protein phosphatase 5 activity. P53041. purified PP5c, OMFP substrate fluorescence. inhibition, % at 6.7 µM. 320,000 compounds, 0.18% hits. AID 1987;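 active = inhibition above the campaign's mean inhibition across all tested compounds plus 3 SD, cut at about 9.5% in these data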;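 note: 0% = DMSO only and 100% = 100 µM cantharidin control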
PAFAH2 FP inh: inhibitors of human PAFAH2 | AID 492956 | inhibition, % at 3.39 µM | Q99487 | 340,000 compounds, 0.99% hits | recombinant PAFAH2, FP-rhodamine activity probe, fluorescence polarization;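 active = inhibition above the mean over all tested compounds plus 3 SD, cut at about 30% in these data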;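 note: inhibitors block probe labeling of enzyme so polarization drops; 0% = enzyme with DMSO and 100% = wells lacking PAFAH2 protein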
TPT1 inh: inhibitors of Candida albicans tRNA 2'-phosphotransferase TPT1 | AID 1962 | 300,000 compounds, 0.81% hits | inhibition, % at 5 µM | recombinant caTPT1, FP RNA substrate dephosphorylation;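 active = inhibition above the mean of all tested compounds plus 3 SD, set per screening campaign, cut at about 24% in these data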;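 note: plate controls were DMSO alone for no effect and ferristatin control at 100 nM for full effect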
procasp3 activ: activates human procaspase-3 | recombinant procaspase-3 D3A, Ac-DEVD-pNA absorbance 405 nm | activation, % at 8.5 µM | P42574 | 330,000 compounds, 0.11% hits | AID 463141;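 active = activation above the mean of all tested compounds plus 3 SD, cut at about 21% in these data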;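 note: 0% = DMSO alone and 100% = DMSO wells spiked with extra 5 µM PC-3 D3A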
Target sequence (P42574 whole entry D9A/D28A/D175A): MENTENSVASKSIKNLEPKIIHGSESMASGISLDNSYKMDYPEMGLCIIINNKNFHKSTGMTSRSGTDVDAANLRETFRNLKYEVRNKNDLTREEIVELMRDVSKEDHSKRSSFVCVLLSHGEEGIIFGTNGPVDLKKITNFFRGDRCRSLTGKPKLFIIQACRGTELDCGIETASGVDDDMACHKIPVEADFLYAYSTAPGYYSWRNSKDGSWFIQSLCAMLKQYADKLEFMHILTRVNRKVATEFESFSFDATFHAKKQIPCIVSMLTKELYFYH
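Compound: 8.5 µM single point, 0.8% DMSO / Material: Autoprocessing-dead procaspase-3 D3A mutant enzyme / Timing: 1 h preincubation plus 2 h reaction at 25 °C / Medium: Zinc-free HEPES/NaCl buffer with 0.01% Triton X-100 at pH 7.4 / Technique: 405 nm absorbance of p-nitroaniline, reads at 0 and 120 min / Repeats: one well per compound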
Starred values were filed as active, the others as inactive; . = no result given; & = joins results of further samples. Not all compounds are listed; the hit share may differ from the screen's.

SMILES	proCasp7 act	HCV core dimer	AHR act	PP1 counter	Fh CTSL1 inh	PP5 primary	PAFAH2 FP inh	TPT1 inh	procasp3 activ
CCOP(=O)(OCC)C(NC(=O)c1ccccc1)C(Cl)(Cl)Cl (stereo not given)	8	1	3	-3	-4	-0.1	0	1	0
Cn1ccnc1P(=S)(c1nccn1C)N1CCOCC1	7	-8	-1	-4	1	-0.9	-4	-3	0
Cc1ccccc1-n1c(CNc2ccccc2)nc2ccccc2c1=O	10	34	15	-1	-5	2.4	.	1	-3
O=c1c2ccccc2nc(Cc2cccc([N+](=O)[O-])c2)n1-c1ccc(O)cc1	4	5	1	-6	-3	0.0	5	-2	9
Oc1ccc2c3c1OC1c4oc5ccccc5c4C[C@@]4(O)[C@@H](C2)N(CC2CC2)CC[C@]314 (stereo not given in full)	8	.	2	.	.	.	-6	.	4
CCc1c(C)nc(N)nc1N1N=C1SC	-1	1	1	1	2	-0.3	-2	0	6
Cc1c(N=Cc2c(O)n(CCc3ccc(F)cc3)c(=O)[nH]c2=O)c(=O)n(-c2ccccc2)n1C	4	-1	-2	-2	2	-1.7	11	2	0
C=C1N2CCC(CC2)C1(O)c1ccccc1C (stereo not given)	3	-6	0	-3	0	1.3	-7	-3	-8
Cc1ccc(Cn2cc(C=O)c3ccccc32)cc1	3	0	-8	4	3	1.8	3	1	-4
Cc1ccc2c(c1)C1CN(C)CCC1N2C(=O)COc1ccc(S(=O)(=O)N2CCOCC2)cc1 (stereo not given)	2	0	0	-3	-3	1.2	0	2	2
CN(C)CCn1cnc2ccccc21	-5	6	1	2	-4	2.5	-2	5	-2
CCC(C)N1CCN(C(=O)Cc2ccccc2)CC1 (stereo not given)	14	1	0	-3	-2	0.8	-2	-2	-1
C[N+]1(C)[C@@H]2CC[C@H]1CC(OC(=O)C(CO)c1ccccc1)C2 (stereo not given in full)	2	11	-4	-5	-3	-2.1	8	0	7
O=Cc1cn(Cc2ccccc2F)c2ccccc12	9	3	-4	5	-1	3.9	19	-4	5
Cc1cccc(-n2c(O)c(/C=C/C=Nc3ccccc3)c(=O)[nH]c2=O)c1	-9	-8	1	3	4	2.5	-5	183*	-18
Cc1ccc(S(=O)(=O)N2CCCC(C(=O)N3CCC4(CC3)OCCO4)C2)cc1 (stereo not given)	-1	-1	-1	-3	6	0.5	-1	-1	3
N#Cc1ccc(OCC(=O)N2CCN(Cc3ccc4c(c3)OCO4)CC2)cc1	3	0	7	11	4	-0.2	1	-2	0
Cc1ccc(-c2nc3ccccc3c(=O)n2-c2cc(C)ccn2)cc1	2	0	7	-2	2	1.1	-4	-3	3
COC(=O)C1=C(c2ccc(OC)c(OC)c2)C[C@@H]2CC[C@H]1N2C(=O)NC1CC1	2	.	1	5	.	-1.1	0	.	-3
CCSc1nnc([C@@H](N)Cc2c[nH]c3ccccc23)o1	-12	-3	24	-3	0	-0.5	9	3	14
C[C@]12CCC3C(CC[C@H]4C[C@@H](O)CC[C@]34C)C1CC[C@@H]2N (stereo not given in full)	-6	.	-2	.	.	.	5	.	13
NC1CCCCC1N=Cc1c(O)n(Cc2ccc(F)cc2)c(=O)[nH]c1=O (stereo not given)	-3	15	2	5	3	3.6	2	1	5
CC(Cc1ccccc1)[n+]1cc(/N=C(\N)[O-])on1 (stereo not given)	-2	0	0	1	-1	0.1	5	3	-2
O=C(OC1CCN(CCCl)CC1)C(c1ccccc1)c1ccccc1	14	-5	-3	0	0	3.6	-5	5	6
O=C(c1cc2ccccc2oc1=O)N1CCC2(CC1)OCCO2	-7	-4	-1	-3	1	3.2	-5	-1	3
O=P(O)(O)/C=C(\Cl)c1ccccc1	0	-1	0	2	0	-1.6	7	-2	-3
Cc1c(C=C2C(=O)NC(=O)NC2=O)c(=O)n(-c2ccccc2)n1C	-19	2	1	-5	0	-0.4	0	3	-5
CCCCn1c(O)c(C(C)=Nc2ccc3c(c2)CCC3)c(=O)[nH]c1=O	2	3	6	1	2	1.4	3	1	0
CCCCn1c(O)c(/C=N/N2CCCCC2c2cccnc2)c(=O)[nH]c1=S (stereo not given)	-1	3	1	-2	2	-0.5	-14	3	3
CNC(C(=O)c1ccccc1)C(OC(C)=O)c1cccc([N+](=O)[O-])c1 (stereo not given)	-4	2	0	-5	-4	1.1	9	-2	-3
CCN(CC)c1ccc(N=Cc2c(O)n(Cc3ccccc3)c(=O)[nH]c2=O)cc1	-2&-13	1&16	25&29	-3&-5	2&-3	0.9&0.1	0&6	23&19	-6&-2
COc1ccc(C2NCc3ccccc3-n3cccc32)cc1 (stereo not given)	4	-2	-1	-1	-4	-0.1	0	-3	8
Nc1ccc(CCN2CCCC2)cc1	-2	4	1	1	-1	0.6	-2	-1	9
CCC(C)OC(=O)c1c(N)n(Cc2cccs2)c2nc3ccccc3nc12 (stereo not given)	13	4	4	6	5	7.3	-3	-1	23*
CCOC(=O)C1C2NC(=O)N(Cc3ccccc3)C1(C)Oc1c(OC)cccc12 (stereo not given)	-3	-4	1	0	6	-2.2	-2	0	0
CC(=O)O[C@H]1CC[C@@]2(C)C(=CC(=O)C3C2CC[C@@]2(C)C3C[C@H](OC(C)=O)[C@@H]2OC(C)=O)C1 (stereo not given in full)	-4	.	1	.	.	.	7	.	5
O=C(Cc1ccccc1)Oc1ccc([N+](=O)[O-])cc1	-6	9	1	0	4	-0.1	-5	1	3
Cn1c(O)c(C=Nc2ccccc2Sc2ccccc2)c(=O)n(C)c1=O	-7	-2	0	2	-1	-0.4	-2	1	6
O=c1[nH]c2ccccc2n1C1CCN(CCCC(c2ccc(F)cc2)c2ccc(F)cc2)CC1	-2	7	-4	7	1	3.9	-8	1	-4
Cc1cc(Cc2c(O)[nH]c(=S)[nH]c2=O)ccc1OC(C)C	-13	0	-1	1	2	-0.1	2	-1	-8
COc1ccc(-n2nc(C(=O)NCC(=O)N3CCC4(CC3)OCCO4)c3ccccc3c2=O)cc1OC	4	2	3	-4	2	4.1	1	0	1
CC(C)=CCN1CC[C@@]2(C)c3cc(O)ccc3C[C@@H]1C2C (stereo not given in full)	-9	.	-2	.	.	.	-7	.	5
CCOC(=O)C(C)(CC)NC(=O)CSP(=S)(OCC)OCC (stereo not given)	4	2	0	0	-3	-0.3	7	-3	-12
CNCCc1c(C)n[nH]c1C	2	1	0	-6	2	1.7	-3	3	-4
CNC(C(=O)c1ccccc1)C(OC)c1ccc(C)cc1 (stereo not given)	-1	6	-2	-2	-1	-0.5	-1	1	-10
Cn1c(=O)cc(OCC(=O)N2CCN(Cc3ccc4c(c3)OCO4)CC2)c2ccccc21	0	-1	9	-4	1	0.4	-6	4	-3
COc1cccc(CNC2CN3CCC2CC3)c1OC (stereo not given)	-1	-5	0	0	-4	-0.4	-1	1	2
COc1ccc(CCn2c(O)c(C=Nc3ccccc3F)c(=O)[nH]c2=O)cc1OC	-7	3	1	-4	1	0.2	-12	17	-4
COc1ccc2c(c1)[C@]13CCCCC1C(C2)N(C)CC3 (stereo not given in full)	3	1	0	3	0	-3.2	0	-1	2
O=C(COc1ccc(Br)cc1)N1CCN(Cc2c[nH]c3ccccc23)CC1	-3	-3	14	1	0	4.9	-4	5	1
CC1=CC(=C2C(=O)NC(=S)NC2=O)C=C(C(F)(F)F)N1CCc1ccccc1	3	-10	0	-1	3	-1.4	.	1	11
COc1ccc(C(=O)NC(=S)N2C[C@H]3C[C@H](C2)c2cccc(=O)n2C3)cc1OC	-6	1	0	-7	1	2.5	7	-2	8
C/C(=N\NC(=O)c1ccccc1Cl)c1c(O)n(C2CCCCC2)c(=O)[nH]c1=O	-9	5	10	-2	3	-0.5	11	4	-8
Cc1nccc2c1[nH]c1ccccc12	-5	2	10	0	0	1.4	2	-2	-6
CCCCn1c(NS(=O)(=O)c2ccc(C)cc2)c(C(=O)OCC)c2nc3ccccc3nc21	-14	14	13	-10	-8	9.1	7	3	-10
CCOc1cc2c(cc1OCC)-n1cccc1C(c1ccc(F)c(OC)c1)NC2 (stereo not given)	-3	2	3	-1	-1	2.5	1	3	-5
Cc1ccc(Cn2nc(C(=O)Nc3ccc(Br)cc3)cc2C)cc1	-1	-9	-6	3	1	2.3	-6	-5	-2
Cn1c(O)c(C=Nc2cccc(C(F)(F)F)c2)c(=O)n(C)c1=O	0	-14	3	1	7	-5.3	-3	5	7
COc1cc(C=C2C(=O)NC(=O)NC2=O)ccc1O	-5	0	1	-1	3	2.0	-7	1	2
CCCn1c(C(=O)c2ccccc2OC)nc2ccccc21	-5	2	0	-4	1	4.4	-4	-2	4

(more compounds)
SMILES	proCasp7 act	HCV core dimer	AHR act	PP1 counter	Fh CTSL1 inh	PP5 primary	PAFAH2 FP inh	TPT1 inh	procasp3 activ
CC(C)[N+](C)(CCC(C(N)=O)(c1ccccc1)c1ccccc1)C(C)C	-9	-1	0	-2	5	-0.2	10	2	-1
Cc1ccc2cc(CNCCc3ccccc3C)c(=O)[nH]c2c1	3	-3	7	3	-1	0.5	-2	0	-4
CN1CCN(Cc2ccc3ccccc3c2)CC1	-1	2	-2	5	0	3.0	-7	0	7
COc1ccc(N/N=C/c2c(O)n(-c3ccc(C)c(C)c3)c(=O)[nH]c2=O)cc1	-11	-39	27	3	0	-2.4	-3	8	-3
O=c1[nH]c(=O)n(-c2ccc(Cl)cc2)c(O)c1C=NCCN1CCCCC1	3	3	1	1	-1	2.6	-4	5	-6
COc1ccc2c(c1O)C13CCN(C)C(C2)C1CCC(=O)C3 (stereo not given)	2	-1	-1	-2	-5	-1.8	.	-3	2
c1ccc(P(c2ccccn2)c2ccccn2)cc1	11	2	0	-1	-7	-0.6	6	-2	9
Cc1ccc(C)c(NC2=NCCCS2)c1	0	-4	1	-1	-5	0.2	8	-3	9
CCOP(=O)(OCC)C1(O)C(=O)Nc2ccccc21 (stereo not given)	-4	-4	8	1	-2	4.5	1	0	-1
COc1ccc(-c2cc(-c3ccccc3)[n+](C)c(-c3ccccc3)c2)cc1	2	-1	1	-1	0	1.1	9	-4	0

Five compounds picked at random from those above, as already listed:
SMILES	proCasp7 act	HCV core dimer	AHR act	PP1 counter	Fh CTSL1 inh	PP5 primary	PAFAH2 FP inh	TPT1 inh	procasp3 activ
CN1CCN(Cc2ccc3ccccc3c2)CC1	-1	2	-2	5	0	3.0	-7	0	7
c1ccc(P(c2ccccn2)c2ccccn2)cc1	11	2	0	-1	-7	-0.6	6	-2	9
CC(C)[N+](C)(CCC(C(N)=O)(c1ccccc1)c1ccccc1)C(C)C	-9	-1	0	-2	5	-0.2	10	2	-1
O=c1[nH]c(=O)n(-c2ccc(Cl)cc2)c(O)c1C=NCCN1CCCCC1	3	3	1	1	-1	2.6	-4	5	-6
COc1ccc(N/N=C/c2c(O)n(-c3ccc(C)c(C)c3)c(=O)[nH]c2=O)cc1	-11	-39	27	3	0	-2.4	-3	8	-3

Compound activity from PubChem.
